# Compound activity from PubChem BioAssay.
# SENP8 block-1 – blocks human SENP8 cleavage of Nedd8 substrate; Q96LD8; recombinant SENP8, Nedd8 substrate fluorescence; inhibition, % at 20 µM; 360,000 compounds, 0.64% hits; AID 602440; in the data active = inhibition mostly above about 40%, no sharp cut-off; inactive = mostly below about 27%
# UBC13 polyUb – human UBC13 polyubiquitination inhibition. UBC13 polyubiquitin chain formation, TR-FRET. inhibition, % at 20 µM. 330,000 compounds, 0.47% hits. AID 485273; in the data active = inhibition above about 45%, passing the limit was not always enough
# SENP7 block – SENP7 protease inhibition. Q9BQF6. recombinant SENP7, Z-RLRGG-aminoluciferin luminescence, 40 min. inhibition, % at 5 µM. 330,000 compounds, 1.5% hits. AID 434973;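 active = inhibition above about 50% at the single test dose, limit read from the data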;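 note: plate controls were DMSO with enzyme for no effect and no enzyme buffer wells for full effect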
# Target sequence (Q9BQF6 706-1050 limits assumed): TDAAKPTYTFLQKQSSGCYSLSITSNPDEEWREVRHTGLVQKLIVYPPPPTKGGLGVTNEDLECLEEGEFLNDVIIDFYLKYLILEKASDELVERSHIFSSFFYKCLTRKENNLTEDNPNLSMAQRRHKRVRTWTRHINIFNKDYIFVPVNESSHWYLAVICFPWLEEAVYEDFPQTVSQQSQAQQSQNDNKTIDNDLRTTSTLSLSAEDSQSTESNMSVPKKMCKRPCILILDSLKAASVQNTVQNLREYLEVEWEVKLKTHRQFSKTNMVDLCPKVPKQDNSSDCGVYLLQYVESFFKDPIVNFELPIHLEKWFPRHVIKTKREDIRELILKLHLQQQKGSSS
# APOBEC3G inh – blocks human APOBEC3G single-stranded DNA deamination; Q9HC16; recombinant A3G, ssDNA deamination FAM/TAMRA fluorescence; inhibition, % at 20 µM; 330,000 compounds, 0.28% hits; AID 493012;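 active = inhibition of at least 40% at 20 µM, with no more than 30% in the related APOBEC3A deaminase screen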;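 note: plate controls were DMSO wells with A3G for no effect and wells lacking A3G enzyme for full effect; some compounds called inactive have numbers as strong as hits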
# Target sequence (Q9HC16 whole entry, looked up): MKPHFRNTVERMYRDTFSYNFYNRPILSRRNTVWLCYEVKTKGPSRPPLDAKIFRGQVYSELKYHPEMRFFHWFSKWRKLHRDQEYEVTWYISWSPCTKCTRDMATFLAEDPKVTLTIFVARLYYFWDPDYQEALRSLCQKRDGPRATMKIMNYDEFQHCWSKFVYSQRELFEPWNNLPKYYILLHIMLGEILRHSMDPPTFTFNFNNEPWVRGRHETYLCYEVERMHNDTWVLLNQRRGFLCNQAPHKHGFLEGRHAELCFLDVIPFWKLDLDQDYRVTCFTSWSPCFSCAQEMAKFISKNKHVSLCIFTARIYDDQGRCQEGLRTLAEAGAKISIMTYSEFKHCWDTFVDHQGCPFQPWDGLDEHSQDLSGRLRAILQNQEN
# SENP1 FRET inh – inhibitors of human SENP1 SUMO protease catalytic domain | recombinant SENP1 catalytic domain, CyPet-SUMO1-YPet FRET cleavage | Q9P0U3 | inhibition, % at 10 µM | 360,000 compounds, 0.21% hits;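 active = inhibition at least 30% at 10 µM, raw YFP signal under a set limit, fluorescence ratio 0.5 to 1.5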;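 note: 0% = enzyme with DMSO and 100% = no enzyme wells; some results filed as inactive read as strong as hits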
# Target sequence (Q9P0U3 419-644 limits assumed): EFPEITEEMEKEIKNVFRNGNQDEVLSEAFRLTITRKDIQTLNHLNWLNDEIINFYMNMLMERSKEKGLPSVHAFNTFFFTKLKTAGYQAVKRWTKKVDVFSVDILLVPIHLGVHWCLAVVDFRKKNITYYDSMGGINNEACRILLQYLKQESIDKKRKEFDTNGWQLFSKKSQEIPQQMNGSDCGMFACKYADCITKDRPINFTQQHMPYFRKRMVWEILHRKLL
#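 Assay system – human recombinant His6-tagged SENP1 catalytic domain enzyme · Input – SENP1 enzyme, 20 pM final · Buffer or medium – Tris pH 8 buffer plus EDTA, NaCl, BME, BSA, NP40, catalase · Schedule – 50 min reaction at room temperature · Technique – FRET read of cyan and yellow fluorescence · Control set – no-enzyme wells low, DMSO-plus-enzyme wells high control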
# Apaf1 inhib – human Apaf-1 inhibition; O14727; reconstituted apoptosome caspase-3 activity, DEVD-Rh110 fluorescence; inhibition, % at 20 µM; 330,000 compounds, 0.71% hits; AID 489030; active = inhibition of at least 40% at 20 µM;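 note: plate controls were DMSO wells for no effect and DEVD-CHO caspase inhibitor wells for full effect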
#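 detection = Rh110 fluorescence intensity | test system = biochemical Apaf-1 apoptosome reconstitution | also added = cytochrome c and DEVD-Rh110 substrate | schedule = 30 min plus 50 min, RT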
# SENP8 block-2 – inhibitors of human SENP8 protease. purified SENP8, Z-RLRGG-aminoluciferin cleavage, luminescence. inhibition, % at 10 µM. 330,000 compounds, 1.2% hits. AID 2540; in the data active = inhibition above about 50%
# SENP6 block – SENP6 protease inhibition; Q9GZR1; inhibition, % at 10 µM; AID 2599; 330,000 compounds, 1.8% hits; Recombinant SENP6 catalytic domain, aminoluciferin luminescence;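 active = inhibition above about 50% at the single tested dose, limit read from the data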;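 note: plate controls were DMSO wells with enzyme for no effect and DMSO wells lacking enzyme for full effect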
# * marks the source's active call; other numbers are inactive results; . = not tested or not shown.
# The first 13 records, ahead of the listing:
SMILES,SENP8 block-1,UBC13 polyUb,SENP7 block,APOBEC3G inh,SENP1 FRET inh,Apaf1 inhib,SENP8 block-2,SENP6 block
O=C(Nc1ccccc1)N1CCCN(Cc2c(F)cccc2Cl)CC1,20,-3,16,-4,4,-16,-8,-2
O=C(O)COc1ccc2c(c1)CCCC2,0,6,2,0,1,-3,-2,4
O=C(NCC1CCCO1)c1ccc(Cl)c(S(=O)(=O)N2CCOCC2)c1 (stereo unspecified),9,1,8,-4,0,6,3,29
C/C(=N\NC(=O)c1ccn[nH]1)c1cn(C)nc1C,2,-15,1,20,-1,14,4,4
Cc1cc(C)cc(N(C(=O)c2nsc(Cl)c2Cl)C(C(=O)NC2CCCC2)c2ccc(O)cc2)c1 (stereo unspecified),11,8,1,-3,0,9,5,5
N#Cc1cccc(NC(=O)CCc2ccc(S(=O)(=O)N3CCOCC3)cc2)c1,-6,4,8,-8,0,-1,-2,-7
CC(C)C(=O)Nc1cccc(C(=O)Nc2ccc(S(=O)(=O)Nc3nccs3)cc2)c1,16,4,6,-4,1,2,7,0
CC1=CC2=NC(=O)/C(=C\c3ccc(-c4cccc(Cl)c4)o3)C(=N)N2O1,-163,-6,-4,-2,-26,-11,-15,-13
CCCn1c(=O)c(C#N)cn(C2CC2)c1=O,6,4,6,-7,-1,-17,-5,-21
O=S(=O)(CCN1C=CC(C(F)(F)F)=NCC1)c1ccc(Cl)cc1Cl,-3,1,-10,1,-4,-7,-5,4
CC1=NN(c2nc(-c3ccccc3)cs2)C(=O)C1N=Nc1ccccc1 (stereo unspecified),24,-35,9,4,4,19,-2,0
COc1ccc(C(=O)OC(C)CN2CCN(C)CC2)cc1OC (stereo unspecified),22,-1,-11,1,-3,0,1,-3
CCOc1ccccc1CNc1nnnn1C,4,4,3,-7,-1,-19,8,7

# Main list, from the start:
SMILES,SENP8 block-1,UBC13 polyUb,SENP7 block,APOBEC3G inh,SENP1 FRET inh,Apaf1 inhib,SENP8 block-2,SENP6 block
O=C(Nc1ccccc1)N1CCCN(Cc2c(F)cccc2Cl)CC1,20,-3,16,-4,4,-16,-8,-2
O=C(O)COc1ccc2c(c1)CCCC2,0,6,2,0,1,-3,-2,4
O=C(NCC1CCCO1)c1ccc(Cl)c(S(=O)(=O)N2CCOCC2)c1 (stereo unspecified),9,1,8,-4,0,6,3,29
C/C(=N\NC(=O)c1ccn[nH]1)c1cn(C)nc1C,2,-15,1,20,-1,14,4,4
Cc1cc(C)cc(N(C(=O)c2nsc(Cl)c2Cl)C(C(=O)NC2CCCC2)c2ccc(O)cc2)c1 (stereo unspecified),11,8,1,-3,0,9,5,5
N#Cc1cccc(NC(=O)CCc2ccc(S(=O)(=O)N3CCOCC3)cc2)c1,-6,4,8,-8,0,-1,-2,-7
CC(C)C(=O)Nc1cccc(C(=O)Nc2ccc(S(=O)(=O)Nc3nccs3)cc2)c1,16,4,6,-4,1,2,7,0
CC1=CC2=NC(=O)/C(=C\c3ccc(-c4cccc(Cl)c4)o3)C(=N)N2O1,-163,-6,-4,-2,-26,-11,-15,-13
CCCn1c(=O)c(C#N)cn(C2CC2)c1=O,6,4,6,-7,-1,-17,-5,-21
O=S(=O)(CCN1C=CC(C(F)(F)F)=NCC1)c1ccc(Cl)cc1Cl,-3,1,-10,1,-4,-7,-5,4
CC1=NN(c2nc(-c3ccccc3)cs2)C(=O)C1N=Nc1ccccc1 (stereo unspecified),24,-35,9,4,4,19,-2,0
COc1ccc(C(=O)OC(C)CN2CCN(C)CC2)cc1OC (stereo unspecified),22,-1,-11,1,-3,0,1,-3
CCOc1ccccc1CNc1nnnn1C,4,4,3,-7,-1,-19,8,7
Cn1c(SCC(=O)O)nnc1C1CCCCC1,12,-3,2,-7,4,-37,3,-3
C/C=C/c1ccc(OCC(=O)Nc2cc(S(=O)(=O)N3CCOCC3)ccc2N2CCCC2)c(OC)c1,-2,-7,10,-9,-6,11,-5,-1
CC1CCCC(N2CCN(C(=O)c3ccccc3F)CC2)C1 (stereo unspecified),12,-3,6,4,0,3,-11,13
Oc1ccc(-c2nc3c4c(ncn3n2)-c2ccccc2CC42CCCC2)cc1,-25,23,-8,-9,0,16,-9,-20
CCC12CN3CC(CC)(CN(C1)C3c1ccc([N+](=O)[O-])o1)C2=O (stereo unspecified),11,-1,-13,-2,-1,-4,-3,-7
CCOC(=O)N1CCN(C(=O)CSC2=NS(=O)(=O)c3cc(F)ccc3N2)CC1,11,2,2,-11,0,1,9,-19
c1ccc(-c2nc3cnccn3c2Nc2ccc3c(c2)OCCO3)cc1,-99,10,0,3,-21,20,0,5

# In another format: entries from further up.
SMILES: C/C=C/c1ccc(OCC(=O)Nc2cc(S(=O)(=O)N3CCOCC3)ccc2N2CCCC2)c(OC)c1
  SENP8 block-1: -2	UBC13 polyUb: -7	SENP7 block: 10	APOBEC3G inh: -9	SENP1 FRET inh: -6	Apaf1 inhib: 11	SENP8 block-2: -5	SENP6 block: -1
SMILES: CC1CCCC(N2CCN(C(=O)c3ccccc3F)CC2)C1 (stereo unspecified)
  SENP8 block-1: 12	UBC13 polyUb: -3	SENP7 block: 6	APOBEC3G inh: 4	SENP1 FRET inh: 0	Apaf1 inhib: 3	SENP8 block-2: -11	SENP6 block: 13

# Further records follow:
SMILES,SENP8 block-1,UBC13 polyUb,SENP7 block,APOBEC3G inh,SENP1 FRET inh,Apaf1 inhib,SENP8 block-2,SENP6 block
CC1CCCCC1NC(=O)CCS(=O)(=O)c1ccc2c(c1)NC(=O)CO2 (stereo unspecified),24,-5,13,-4,-1,-10,-8,4
Cc1ccc(S(=O)(=O)N2CCCOC2CNC(=O)C(=O)NCCN2CCOCC2)cc1 (stereo unspecified),9,-6,2,-7,3,-4,-4,-14
O=c1[nH]c(=O)n(-c2ccccc2)c2c1C(C(F)(F)F)(C(F)(F)F)N=C(CCC1CCCCC1)N2,-29,1,-6,-1,2,0,-5,-18
Cc1ccc(C(=O)NCc2ccc3c(c2)OCO3)cc1S(=O)(=O)N1CCCCC1,11,6,1,-5,3,11,3,0
CC(C)CN(C(=O)COC(=O)/C=C/c1ccccc1)C1CCS(=O)(=O)C1 (stereo unspecified),8,13,-5,-7,-4,-8,-3,2
COc1ccc(OC)c(C(=O)c2coc3ccc(O)c(CN4CCOCC4)c23)c1,-31,-5,-6,-5,-3,-3,-2,-2
O=C(O)C1=CCCNC1,8,17,7,-6,0,-8,2,-16
CC1CCCCC1NC(=O)COC(=O)Cc1ccc(Br)cc1 (stereo unspecified),10,-1,0,-4,6,-3,-3,-8
Cc1cccc(NC(=O)CCCN2C(=S)NC(C)(C)CC2C)c1C (stereo unspecified),3,6,0,-6,-1,-9,7,8
O=C1Nc2ccc(C(F)(F)F)cc2N2CCCC12 (stereo unspecified),.,-55,13,-7,.,38,13,47
COC(=O)c1c(NC(=O)C(C)(C)C)csc1C,21,6,6,-7,2,-14,3,-4
COc1ccccc1NC(=O)c1ccccc1NS(=O)(=O)N1CCCC1,-242,8,6,-5,1,-1,-10,11
Cc1ccc(C(=O)NC(C)c2ccc(-n3ccnc3)cc2)cc1 (stereo unspecified),5,-1,1,-1,-1,10,-2,2
CC(C)c1ccc(S(=O)(=O)N2CCN(C(=O)Cc3ccsc3)CC2)cc1,7,3,0,17,-4,38,-12,-3
COCCn1c(SCC(=O)Nc2ccc3[nH]c(=O)[nH]c3c2)nc2ccccc2c1=O,-1,-2,-6,-9,-12,-10,-3,-2
S=C(NCCCc1ccccc1)Nc1ccc(Cl)cc1,7,10,-4,-4,0,11,3,-2
Cc1ccc(S(=O)(=O)NC(C(=O)Oc2ccc3c(C(F)(F)F)cc(=O)oc3c2)c2ccccc2)cc1 (stereo unspecified),-84,18,5,-3,-25,-5,3,8
OC(CN1CCOCC1)Cn1cnc2ccccc21 (stereo unspecified),24,0,-3,-9,1,-3,-1,-1
CCc1ccc(Nc2n[n+](-c3ccccc3)c(-c3ccc(OCc4ccccc4)cc3)s2)cc1,16,-35,-9,-1,1,22,-2,-13
Cc1noc(C)c1S(=O)(=O)Nc1ccc2c(c1)C(=O)N([C@H](C)CO)C[C@H](C)[C@@H](CN(C)S(=O)(=O)c1ccccc1)O2,-7,8,8,-10,0,4,1,-9
N#C/C(=C\c1ccccc1[N+](=O)[O-])C(=O)NC1CCCCC1,16,8,-1,-12,18,2,-2,-8
CCC1CCCCN1S(=O)(=O)c1ccc(S(=O)(=O)N(Cc2ccccn2)CC2CCCO2)cc1 (stereo unspecified),27,1,2,-7,3,9,-2,3
CSc1ncccc1C(=O)Nc1nnc(C2CC2)s1,14,-8,6,-5,1,-19,0,1
C=CCN1C(=O)N(c2ccc(F)cc2)C(=O)C1CC(=O)Nc1ccc(Cl)cc1 (stereo unspecified),15,10,6,-4,-36,-5,7,-2
COc1ccc(N2CCN(Cc3cc(=O)oc4cc5c(cc34)CCCC5)CC2)cc1,9,-42,12,1,1,0,-5,-9
CC(=O)N1CCc2cc(S(=O)(=O)NCCC(=O)NCCc3ccc(C)cc3)ccc21,22,11,0,-5,-1,4,-3,-5
COc1ccc(C(=O)NCCCCCCNC(=O)c2ccc(OC)cc2)cc1,11,-4,1,-8,1,-2,-7,-23
CC(=C/c1ccccc1)/C=N/Nc1nc(N2CCOCC2)nc(N2CCOCC2)n1,13,-7,6,-11,3,-1,-1,0
O=C1CCCN1c1ccc(C(=O)N(Cc2nnc(-c3ccccc3Cl)o2)C2CC2)cc1,-4,-4,-16,4,-2,6,-5,-14
CCOC(=O)c1c(C=O)c(C)n(Cc2ccccc2Cl)c1C,16,3,4,-2,-1,16,7,-3
CCN(CCCNC(=O)C1CCN(S(=O)(=O)CC)CC1)c1cccc(C)c1,18,-5,-13,3,2,1,-4,9
Cc1ccc2c(c1)Cc1nc3ccccc3nc1-2,-300,-13,100*,0,-26,1,96*,98*
COc1ccccc1CNC(=O)C(=O)NCC1OCCCN1S(=O)(=O)c1ccc(F)cc1C (stereo unspecified),8,-3,-2,-11,2,3,5,-20
CCOc1cc(/C=C2\N=C(SC)SC2=O)cc([N+](=O)[O-])c1OC(C)=O,45*,-92,-8,-2,7,6,10,16
CC(C)(C)c1csc(NC(=O)CCc2ccccc2)n1,5,6,-1,-6,0,14,-9,1
c1ccc(-c2ncnc3nc4n(c23)CCC4)cc1,8,-8,-10,-3,0,-5,-8,-6
O=C1NCCC/C1=N/Nc1cc(F)ccc1F,8,-1,3,4,1,5,3,3
CCCCCCC#Cc1cncc(C(=O)NNC(=O)Nc2cc(Cl)cc(Cl)c2)c1,8,-17,5,-8,0,-3,1,-13
COc1ccc(-n2c(Cc3cccn3C)nnc2SCC(=O)Nc2cc(Cl)ccc2OC)cc1,1,45,0,2,0,19,2,-4
Cn1c(=O)c2c(nc(CN3CCN(c4ccccc4)CC3)n2CCc2ccccc2)n(C)c1=O,12,-4,-9,-5,1,19,-12,-7
COc1ccc(C(=O)Nc2ccc3ccccc3c2)c(OC)c1,10,10,91*,-6,0,14,87*,87*
CNS(=O)(=O)c1ccc(CCC(=O)N2CCN(c3ccccc3OC)CC2)cc1,8,-4,-12,-6,1,7,-13,-14
